Bioassay records deposited in PubChem by NCI.
All columns: NCI-60 one-dose screen, growth in % after 48 h at 10 µM unless noted; 100 = growth as untreated, 0 = no growth, -100 = all killed.
DU-145 = DU-145 prostate cancer | 4.2% of 81,000 active | AID 1794760
PC-3 = PC-3 prostate cancer cells. 3.9% of 80,000 active. AID 1794754
HCC-2998 = HCC-2998 colon cancer; 4.7% of 79,000 active
OVCAR-5 = OVCAR-5 ovarian cancer. 2.9% of 82,000 active
OVCAR-4 = OVCAR-4 ovarian cancer cells; 3.7% of 80,000 active
OVCAR-3 = OVCAR-3 ovarian cancer; 7% of 79,000 active
OVCAR-8 = OVCAR-8 ovarian cancer; 4.4% of 81,000 active
KM12 = KM12 colon cancer cells. 5% of 82,000 active. AID 1794800
SW-620 = SW-620 colon cancer | 5.2% of 82,000 active | AID 1794795
Numbers without * were called inactive; & = joins results of further samples; [ ] = another dose, or the depositor's remark. The calls were made as follows: active = growth percent below 10; inactive = the rest.

`Cc1ccc(C2=CSC3=NC(=O)C(CCN4CCOCC4)N23)cc1` (stereo not drawn) gave DU-145 109, PC-3 53, HCC-2998 103, OVCAR-5 106, OVCAR-4 89, OVCAR-3 106, OVCAR-8 93, KM12 88 and SW-620 111.
Screening N#Cc1c(-c2ccc(Cl)cc2)nc2c(C#N)c(Nc3ccccc3)nn2c1N returned DU-145 89, PC-3 95, HCC-2998 110, OVCAR-5 98, OVCAR-4 102, OVCAR-3 109, OVCAR-8 99, KM12 95 and SW-620 102.
For Cc1ccc(S(=O)(=O)NCCCNc2nccc(-c3c(-c4ccccc4)nc4occn34)n2)cc1 the results were DU-145 96, PC-3 88, HCC-2998 118, OVCAR-5 127, OVCAR-4 105, OVCAR-3 105, OVCAR-8 90, KM12 104 and SW-620 115.
Screening S=c1[nH]nc(-c2cc3ccc2CCc2ccc(cc2)CC3)n1C1CC1 returned DU-145 108, PC-3 96, HCC-2998 115, OVCAR-5 99, OVCAR-4 89, OVCAR-3 108, OVCAR-8 107, KM12 100 and SW-620 100.
CCN(CC)c1ccc(Br)cc1 was read as DU-145 117, PC-3 87, HCC-2998 107, OVCAR-5 106, OVCAR-4 98, OVCAR-3 115, OVCAR-8 109, KM12 116 and SW-620 106.
O=C1C(c2c[nH]c3ncccc23)=C(c2c[nH]c3ncccc23)C(=O)N1O was read as DU-145 99, PC-3 79, HCC-2998 98, OVCAR-5 85, OVCAR-4 92, OVCAR-3 96, OVCAR-8 86, KM12 100 and SW-620 93.
Screening C=CC(=O)NC(C)C returned DU-145 108, PC-3 79, HCC-2998 106, OVCAR-5 109, OVCAR-4 100, OVCAR-3 102, OVCAR-8 104, KM12 104 and SW-620 102.
COc1ccc2nc(C)cc(S(=O)Cc3nccc(OCC(F)(F)F)c3C)c2c1 (stereo not drawn) was read as DU-145 93, PC-3 101, HCC-2998 115, OVCAR-5 93, OVCAR-4 99, OVCAR-3 77, OVCAR-8 99, KM12 103 and SW-620 91.
For O=C(CSc1nc2ccccc2c(=O)n1-c1ccccc1)Nc1ccc(S(=O)(=O)NC(=S)Nc2ccccc2)cc1 the results were DU-145 104, PC-3 91, HCC-2998 96, OVCAR-5 101, OVCAR-4 94, OVCAR-3 99, OVCAR-8 98, KM12 99 and SW-620 96.
Screening O=C1Nc2c(Cl)cccc2C1=O returned DU-145 116, PC-3 92, HCC-2998 103, OVCAR-5 107, OVCAR-4 96, OVCAR-3 99, OVCAR-8 99, KM12 101 and SW-620 98.
`O=c1ccc2nc(-c3ccccc3)nn(-c3ccccc3)c-2c1` gave DU-145 -95*, PC-3 44, HCC-2998 100, OVCAR-5 102, OVCAR-4 -41*, OVCAR-3 -98*, OVCAR-8 -2.4*, KM12 63 and SW-620 -81*.
Screening CCC(=O)OC1CC(C)=C2C(=O)C=C(C)[C@@H]2[C@H]2OC(=O)[C@H](C)[C@H]12 (stereo partly drawn) returned DU-145 107, PC-3 100, HCC-2998 109, OVCAR-5 102, OVCAR-4 99, OVCAR-3 108, OVCAR-8 101, KM12 106 and SW-620 102.
Screening Nc1ccc(C2=NNC(=O)Cc3cc4c(cc32)OCCO4)c(Cl)c1 returned DU-145 111, PC-3 104, HCC-2998 108, OVCAR-5 103, OVCAR-4 117, OVCAR-3 113, OVCAR-8 105, KM12 104 and SW-620 108.
For COc1ccc(-c2nc3sccn3c2-c2ccnc(NCCCNS(=O)(=O)c3ccc4ccccc4c3)n2)cc1 the results were DU-145 62, PC-3 67, HCC-2998 84, OVCAR-5 132, OVCAR-4 68, OVCAR-3 83, OVCAR-8 57, KM12 50 and SW-620 105.
`CC1OC(c2cccc([N+](=O)[O-])c2)OC1C` (stereo not drawn) gave DU-145 115, PC-3 104, HCC-2998 99, OVCAR-5 106, OVCAR-4 103, OVCAR-3 123, OVCAR-8 107, KM12 109 and SW-620 112.
Cc1cc2c(cc1[N+](=O)[O-])NC(CNC(C)C)CC2 (stereo not drawn) was read as DU-145 105, HCC-2998 87, OVCAR-5 89, OVCAR-4 95, OVCAR-3 97, OVCAR-8 115, KM12 107 and SW-620 111.
Screening CCOc1ccc(/C=C/C(=O)c2cccc(OCCCCOc3cccc(C(=O)/C=C/c4ccc(OCC)cc4)c3)c2)cc1 returned DU-145 103, PC-3 107, HCC-2998 104, OVCAR-5 106, OVCAR-4 81, OVCAR-3 98, OVCAR-8 99, KM12 99 and SW-620 91.
COc1ccc2c(c1)Oc1nc(N)c(C#N)c(N)c1C2Sc1ccc(O)cc1 (stereo not drawn) was read as DU-145 105, PC-3 96, HCC-2998 99, OVCAR-5 118, OVCAR-4 89, OVCAR-3 80, OVCAR-8 102, KM12 98 and SW-620 69.
Screening N#CC12C(=O)NC(=O)C1(C#N)C21CCCC1 (stereo not drawn) returned DU-145 109, PC-3 121, HCC-2998 114, OVCAR-5 103, OVCAR-4 106, OVCAR-3 102, OVCAR-8 107, KM12 100 and SW-620 111.
Screening C#CCOc1ccc(/C=C2/SC(=O)NC2=O)cc1OC returned DU-145 108, PC-3 107, HCC-2998 101, OVCAR-5 100, OVCAR-4 114, OVCAR-3 107, OVCAR-8 100, KM12 102 and SW-620 101.
Screening CCOC(=O)NCCc1nc2c([nH]1)c(=O)n(C)c(=O)n2C returned DU-145 107, PC-3 91, HCC-2998 100, OVCAR-5 90, OVCAR-4 107, OVCAR-3 113, OVCAR-8 107, KM12 101 and SW-620 103.
CC(=O)/C=C/C1=C(C)CCC(=O)C1(C)C was read as DU-145 112, PC-3 93, HCC-2998 116, OVCAR-5 106, OVCAR-4 98, OVCAR-3 113, OVCAR-8 103, KM12 106 and SW-620 107.
O=C(CN1C=NC2C(N3CCOCC3)=NC=NC21)c1ccc(Cl)cc1 (stereo not drawn) was read as DU-145 111, PC-3 100, HCC-2998 101, OVCAR-5 100, OVCAR-4 102, OVCAR-3 110, OVCAR-8 104, KM12 106 and SW-620 109.
COc1cccc(/C=N/Nc2nc(-c3ccc(Br)cc3)cs2)c1O was read as DU-145 104, PC-3 80, HCC-2998 104, OVCAR-5 105, OVCAR-4 84, OVCAR-3 105, OVCAR-8 102, KM12 102 and SW-620 101.
O=C(CSc1nnc(-c2ccc(Cl)cc2)o1)NC1=NN=C(c2ccccc2)CS1 was read as DU-145 100, PC-3 83, HCC-2998 104, OVCAR-5 99, OVCAR-4 100, OVCAR-3 106, OVCAR-8 90, KM12 102 and SW-620 97.
For CC1(c2ccccc2O)NN=C(/N=C/c2cccc([N+](=O)[O-])c2)N1C(Cc1c[nH]c2ccccc12)C(=O)O (stereo not drawn) the results were DU-145 114, PC-3 77, HCC-2998 98, OVCAR-5 106, OVCAR-4 90, OVCAR-3 95, OVCAR-8 89, KM12 96 and SW-620 95.
COc1cc(/C=C2\C(=O)N(c3c(Cl)cccc3Cl)c3ccccc32)cc(OC)c1OCCCCCCn1c2ccccc2c(=O)c2ccccc21 was read as DU-145 104, PC-3 87, HCC-2998 112, OVCAR-5 89, OVCAR-4 96, OVCAR-3 104, OVCAR-8 98, KM12 103 and SW-620 106.
Screening c1ccc(Cn2ccc3c2-c2oncc2CCC3)cc1 returned DU-145 117, PC-3 89, HCC-2998 116, OVCAR-5 91, OVCAR-3 117, OVCAR-8 106, KM12 110 and SW-620 99.
N#C/C(=C\c1ccc(-c2cccc(Cl)c2)o1)c1ccccc1 was read as DU-145 97, PC-3 78, HCC-2998 99, OVCAR-5 87, OVCAR-4 69, OVCAR-3 94, OVCAR-8 101, KM12 95 and SW-620 92.
`COc1cc2nc(Sc3ncccc3C(=O)O)n(-c3ccccc3)c(=O)c2cc1OC` gave DU-145 118, PC-3 93, HCC-2998 93, OVCAR-5 109, OVCAR-4 111, OVCAR-3 114, OVCAR-8 108, KM12 118 and SW-620 108.
COC1=CC(=O)C=C(OC)C1(O)CC(C)=O was read as DU-145 111, PC-3 101, HCC-2998 101, OVCAR-5 104, OVCAR-4 106, OVCAR-3 114, OVCAR-8 102, KM12 102 and SW-620 101.
Screening Cc1cc(-c2ccc(N=Nc3c(N)c(C)cc(S(=O)(=O)O)c3N)c(C)c2)ccc1N=Nc1ccc(O)c(C(=O)O)c1 returned DU-145 110, PC-3 91, HCC-2998 99, OVCAR-5 109, OVCAR-4 94, OVCAR-3 113, OVCAR-8 105, KM12 105 and SW-620 109.
`COc1ccc(C(OC(=O)c2ccc([N+](=O)[O-])cc2)c2ccccc2)cc1` (stereo not drawn) gave DU-145 104, PC-3 96, HCC-2998 107, OVCAR-5 102, OVCAR-4 122, OVCAR-3 111, OVCAR-8 91, KM12 101 and SW-620 102.
`CCN(CC)C(=O)CC1=C(C)/C(=C/c2[nH]c(-c3ccc[nH]3)cc2OC)N=C1C` gave DU-145 35, PC-3 3.9*, HCC-2998 30, OVCAR-5 51, OVCAR-4 44, OVCAR-3 11, OVCAR-8 16, KM12 14 and SW-620 15.
Screening O=C1C(=O)c2cccnc2-c2ncccc21 returned DU-145 -74*, PC-3 -24*, HCC-2998 31, OVCAR-5 -58*, OVCAR-4 -100*, OVCAR-3 -100*, OVCAR-8 -33*, KM12 -47* and SW-620 -96*.
`CC1(CCl)C(=O)C=Cc2ccccc21` (stereo not drawn) gave DU-145 114, PC-3 94, HCC-2998 105, OVCAR-5 103, OVCAR-4 101, OVCAR-3 119, OVCAR-8 104, KM12 111 and SW-620 109.
O=C(O)c1ccccc1Cl was read as DU-145 107&111, PC-3 105&103, HCC-2998 103&105, OVCAR-5 104&106, OVCAR-4 115&107, OVCAR-3 107&101, OVCAR-8 96&110, KM12 102&104 and SW-620 103&104.
Screening C=COC(=O)CCCCCCC/C=C\CCCCCCCC returned DU-145 103, PC-3 98, HCC-2998 106, OVCAR-5 120, OVCAR-4 111, OVCAR-3 102, OVCAR-8 107, KM12 106 and SW-620 104.
For Cc1nc(-c2ccccc2)ccc1-c1nnc(SCC(=O)c2ccc(Cl)cc2)o1 the results were DU-145 105, PC-3 98, HCC-2998 105, OVCAR-5 96, OVCAR-4 103, OVCAR-8 103, KM12 97 and SW-620 101.
For Cc1cccc(Nc2cc(Cl)nc(N)n2)c1 the results were DU-145 108, PC-3 87, OVCAR-5 95, OVCAR-4 101, OVCAR-3 114, OVCAR-8 99, KM12 99 and SW-620 103.
Screening CCCSc1nc(Nc2ccc(C(C)=O)cc2)c(C#N)c(-c2ccc(OC)cc2)n1 returned DU-145 115, PC-3 108, HCC-2998 110, OVCAR-5 111, OVCAR-4 113, OVCAR-3 119, OVCAR-8 100, KM12 104 and SW-620 109.
`Cc1ccc(C)c2c(C)c(C(=O)Nc3cccc(-n4cccn4)c3)oc12` gave DU-145 77[50 µM], PC-3 39[50 µM], HCC-2998 81[50 µM], OVCAR-5 94[50 µM], OVCAR-4 50[50 µM], OVCAR-3 82[50 µM], OVCAR-8 42[50 µM], KM12 56[50 µM] and SW-620 70[50 µM].
Screening CN1CCN(c2ccc(NC(=O)c3cncnc3Nc3ccc4c(ccn4Cc4cccc(F)c4)c3)cc2)CC1 returned DU-145 54, PC-3 66, HCC-2998 62, OVCAR-5 65, OVCAR-4 66, OVCAR-3 81, OVCAR-8 35, KM12 47 and SW-620 5.2*.
Screening Oc1ccc2ccc(O)cc2c1 returned DU-145 108, PC-3 83, HCC-2998 111, OVCAR-5 101, OVCAR-4 91, OVCAR-3 88, OVCAR-8 94, KM12 90 and SW-620 92.
`Nc1ccc(Nc2ccccc2)c(S(=O)(=O)O)c1` gave DU-145 103&109, PC-3 78, HCC-2998 99&127, OVCAR-5 108&145, OVCAR-4 109&109, OVCAR-3 110&102, OVCAR-8 105&94, KM12 106&111 and SW-620 108&111.
`CCOC(=O)C(C(=O)OCC)C(=O)C(C)(C)C` gave DU-145 110, PC-3 91, HCC-2998 100, OVCAR-5 103, OVCAR-4 103, OVCAR-3 113, OVCAR-8 113, KM12 107 and SW-620 108.
`CCOc1cc2c(cc1OCC)[C@@H]1C[C@@H](O)[C@H](O)[C@H](O)[C@H]1NC2=O` gave DU-145 106, PC-3 93, HCC-2998 106, OVCAR-5 101, OVCAR-4 107, OVCAR-3 107, OVCAR-8 98, KM12 104 and SW-620 99.
For CCC(=O)Oc1ccc(C(C)CCC(C)c2ccc(OC(=O)CC)cc2)cc1 (stereo not drawn) the results were DU-145 104, PC-3 74, HCC-2998 109, OVCAR-5 112, OVCAR-4 92, OVCAR-3 97, OVCAR-8 93, KM12 91 and SW-620 93.

Six consecutive entries already listed, quoted:
For Cc1cccc(Nc2cc(Cl)nc(N)n2)c1 the results were DU-145 108, PC-3 87, OVCAR-5 95, OVCAR-4 101, OVCAR-3 114, OVCAR-8 99, KM12 99 and SW-620 103.
Screening CCCSc1nc(Nc2ccc(C(C)=O)cc2)c(C#N)c(-c2ccc(OC)cc2)n1 returned DU-145 115, PC-3 108, HCC-2998 110, OVCAR-5 111, OVCAR-4 113, OVCAR-3 119, OVCAR-8 100, KM12 104 and SW-620 109.
`Cc1ccc(C)c2c(C)c(C(=O)Nc3cccc(-n4cccn4)c3)oc12` gave DU-145 77[50 µM], PC-3 39[50 µM], HCC-2998 81[50 µM], OVCAR-5 94[50 µM], OVCAR-4 50[50 µM], OVCAR-3 82[50 µM], OVCAR-8 42[50 µM], KM12 56[50 µM] and SW-620 70[50 µM].
Screening CN1CCN(c2ccc(NC(=O)c3cncnc3Nc3ccc4c(ccn4Cc4cccc(F)c4)c3)cc2)CC1 returned DU-145 54, PC-3 66, HCC-2998 62, OVCAR-5 65, OVCAR-4 66, OVCAR-3 81, OVCAR-8 35, KM12 47 and SW-620 5.2*.
Screening Oc1ccc2ccc(O)cc2c1 returned DU-145 108, PC-3 83, HCC-2998 111, OVCAR-5 101, OVCAR-4 91, OVCAR-3 88, OVCAR-8 94, KM12 90 and SW-620 92.
`Nc1ccc(Nc2ccccc2)c(S(=O)(=O)O)c1` gave DU-145 103&109, PC-3 78, HCC-2998 99&127, OVCAR-5 108&145, OVCAR-4 109&109, OVCAR-3 110&102, OVCAR-8 105&94, KM12 106&111 and SW-620 108&111.
